# HTR5A inv ag: counter-screen for OPRM1-OPRD1 inverse agonists: human HTR5A inverse agonism | P47898 | HTR5A cell line, luminescence | inhibition, % at 9.3 µM | actives 0.083% (n = 340,000); in the data active = inhibition mostly above about 23%, no sharp cut-off; inactive = mostly below about 18%;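 also: 0% = cells with DMSO and 100% = no-cell wells with DMSO; some compounds called inactive have numbers as strong as hits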
# Target sequence (P47898 whole entry, looked up): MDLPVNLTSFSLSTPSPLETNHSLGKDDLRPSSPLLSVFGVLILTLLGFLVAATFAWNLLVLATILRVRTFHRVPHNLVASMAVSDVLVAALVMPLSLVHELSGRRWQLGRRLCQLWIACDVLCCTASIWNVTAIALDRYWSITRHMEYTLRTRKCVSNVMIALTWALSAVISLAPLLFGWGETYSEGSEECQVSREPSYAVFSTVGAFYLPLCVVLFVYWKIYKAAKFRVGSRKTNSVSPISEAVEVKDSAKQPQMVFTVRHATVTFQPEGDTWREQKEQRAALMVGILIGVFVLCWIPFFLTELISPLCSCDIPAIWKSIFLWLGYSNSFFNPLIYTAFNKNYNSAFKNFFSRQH
# HTR5A ag: counter-screen for OPRM1-OPRD1 agonists: human HTR5A agonism | AID 504692 | actives 0.61% (n = 340,000) | activation, % at 9.3 µM | HTR5A agonist assay, luminescence, cell-based; in the data active = activation mostly above about 9.5%, no sharp cut-off; inactive = mostly below about 7.6%;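 also: 0% = cells with vehicle only and 100% = reference agonist; strong numbers were not always called active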
# Tat transport: inhibitors of E. coli Tat protein transport. E. coli MC4100 TorA-mCherry Tat export, fluorescence. inhibition, % at 10 µM. actives 0.036% (n = 340,000). AID 488895;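 active = mean replicate inhibition at least 50% and at least half of replicates individually reaching 50%; inconclusive = only one of the two criteria met; inactive = neither criterion met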;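 also: exported cargo escapes ClpAP degradation while cytoplasmic cargo is degraded and loses fluorescence; 0% = median of neutral control wells and 100% = median of NaSCN control wells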
# phage Ecoli inh: E. coli growth loss with phage present. actives 0.26% (n = 360,000). inhibition, % at 11.9 µM. growth absorbance; in the data active = inhibition above about 11%
# Ecoli viability: bacterial growth inhibition, counter-screen for AddAB inhibitors; E. coli V3065 growth, OD600 absorbance, 18 h; inhibition, % at 11.9 µM; actives 0.27% (n = 330,000);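 active = inhibition above the campaign's mean inhibition across all tested compounds plus 3 SD, cut at about 9.9% in these data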;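 also: uninfected addAB+ strain grown without phage in ampicillin broth; 0% = DMSO wells and 100% = ciprofloxacin 0.95 µg/ml wells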
# DAGLB inhibitor: diacylglycerol lipase beta (human) inhibition; Q8NCG7; HEK293T DAGLB membrane lysate, EnzChek fluorogenic substrate; inhibition, % at 5.17 µM; actives 0.059% (n = 340,000); in the data active = inhibition above about 34%;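 also: 0% = enzyme with vehicle and 100% = wells lacking enzyme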
# PKA-R2B activ: activates the human PKA-R2B holoenzyme complex. P22694+P31323. PKA-R2B holoenzyme dissociation, Cy5-IP20 fluorescence polarization; R2B truncated from residue 108, S112A mutant; 0% DMSO only, 100% 113 µM cGMP. activation, % at 11.4 µM. actives 0.079% (n = 340,000);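 active = activation above a cutoff set at the mean over all compounds plus 3 SD, cut at about 18% in these data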;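 also: higher means more holoenzyme dissociation and a rise in polarization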
# SUMO Mot1 rescue: SUMOylation pathway inhibition by Mot1-301 growth rescue | S. cerevisiae Mot1-301 growth rescue, ATP luminescence, 38.5C; percent above DMSO median, 100 means doubled | growth rescue, % at 18.8 µM | actives 1% (n = 320,000) | AID 2716;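 active = every valid replicate shows activation above 250% relative to neutral control wells; inactive = the rest, any valid replicate at or below 250%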;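 also: OY570 slx delta 5 strain wells were the positive control but not used for scaling; some compounds called inactive have numbers as strong as hits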
# PKA-R1A act: activates the PKA-R1A holoenzyme complex. PKA-R1A dissociation, Cy5-IP20 fluorescence polarization; scaled: DMSO 0%, 113 µM cGMP 100%. activation, % at 11.4 µM. actives 0.083% (n = 340,000);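 active = percent activation above the mean of all tested compounds plus 3 SD, cut at about 19% in these data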;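 also: higher means more PKAc released from R1A so a rise in polarization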
# CDK5 inh: inhibitors of human CDK5/p35 kinase; Recombinant CDK5/p35, ADP-Glo luminescence, 60 min; inhibition, % at 10 µM; actives 0.01% (n = 330,000); AID 488839;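 active = highest replicate inhibition of at least 50% and at least 75% of replicates reaching 50%; inconclusive = only one of the two criteria met; inactive = both criteria failed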;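 also: plate controls were DMSO neutral control for no effect and GW8510 at 10 µM for full effect; many of its hits are not listed in these tables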
# Target sequence (Q00535 whole entry, looked up): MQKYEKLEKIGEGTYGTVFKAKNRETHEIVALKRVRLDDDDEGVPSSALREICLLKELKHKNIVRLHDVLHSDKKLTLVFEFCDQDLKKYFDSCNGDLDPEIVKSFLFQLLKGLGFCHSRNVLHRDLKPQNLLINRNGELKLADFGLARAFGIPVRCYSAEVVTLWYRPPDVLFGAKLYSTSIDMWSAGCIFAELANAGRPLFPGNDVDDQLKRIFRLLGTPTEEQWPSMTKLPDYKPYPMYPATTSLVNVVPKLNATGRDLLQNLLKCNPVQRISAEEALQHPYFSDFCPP
# Target sequence (Q15078 whole entry, looked up): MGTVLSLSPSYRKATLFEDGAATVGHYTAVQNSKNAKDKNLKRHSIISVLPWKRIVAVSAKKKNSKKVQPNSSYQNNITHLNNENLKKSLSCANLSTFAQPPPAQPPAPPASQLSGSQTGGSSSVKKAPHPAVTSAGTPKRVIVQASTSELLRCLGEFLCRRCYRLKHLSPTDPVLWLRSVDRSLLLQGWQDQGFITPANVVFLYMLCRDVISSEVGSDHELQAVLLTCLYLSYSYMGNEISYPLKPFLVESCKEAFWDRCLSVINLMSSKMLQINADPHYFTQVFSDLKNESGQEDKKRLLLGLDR
# AddAB inh: less growth of phage-infected E. coli with AddAB; actives 0.29% (n = 330,000); E. coli expressing H. pylori AddAB, absorbance growth; inhibition, % at 11.9 µM; AID 435030; in the data active = inhibition above about 12%;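 also: 0% = vehicle wells of infected cells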
# * = called active by the depositor; ? = inconclusive; . = not tested or not shown; + = active, no number.
SMILES,HTR5A inv ag,HTR5A ag,Tat transport,phage Ecoli inh,Ecoli viability,DAGLB inhibitor,PKA-R2B activ,SUMO Mot1 rescue,PKA-R1A act,CDK5 inh,AddAB inh
CCC(c1nnnn1Cc1ccccc1)N1CCN(c2ccccc2)CC1 (stereo unspecified),5,-2,-1,0.6,-1.7,1,-1,-13,-8,1.0,5.2
CC1CN(C(=O)c2cccn(Cc3c(Cl)cccc3Cl)c2=O)CC(C)O1 (stereo unspecified),7,-3,0,2.2,0.4,-1,-2,-17,-15,0.9,4.5
O=C(O)C(C(O)c1ccc([N+](=O)[O-])cc1)[n+]1ccccc1 (stereo unspecified),4,-2,-7,2.5,1.0,-1,-2,-1,-12,-0.7,2.4
CCOc1ccc(/C=C/C(=O)c2c(O)c3ccccc3oc2=O)cc1,0,0,1,2.0,0.5,0,-4,.,1,-2.4,3.4
CC1CCCCN1C(=O)c1cnn2c(C(F)(F)F)cc(-c3ccco3)nc12 (stereo unspecified),0,0,-2,0.6,-0.5,-2,-4,6,-14,-0.4,2.9
O=C(COc1ccc(Cl)cc1Br)N1CCN(c2ncccn2)CC1,-15,6,11,6.3,.,-2,-21,.,-11,-7.6,.
CC(=O)c1cccc(S(=O)(=O)NC2CC2)c1,8,5,-5,2.0,2.6,-1,3,-1,-5,0.1,3.7
Cc1nc(NC(=O)/C=C/c2ccccc2)sc1C(=O)N(C)C,7,-2,?,4.6,-5.6,0,-8,20,-15,0.1,0.4
C=CCn1c(SC)nccc1=O,3,-1,7,5.1,.,2,-4,.,2,0.5,.
CC(=O)N(C1=C(Cl)C(=O)c2ccccc2C1=O)C1CCCCC1,11,-1,-23,3.0,-2.1,-7,-3,17,0,-0.7,2.0
Nc1ccc(Nc2ccccc2)cc1,-14,-1,0,2.2,-1.6,17,-15,5,-10,0.5,-0.7
COc1ccc(S(=O)(=O)N2CCOC23CCN(C(=O)c2c(F)cccc2Cl)CC3)cc1,12,-3,-1,1.9,-0.3,0,1,4,2,-0.8,0.9
COc1ccc(C(=O)N2CCC(C(=O)N3CCN(c4ccc(OC)cc4)CC3)CC2)cc1,8,4,2,2.0,-0.1,0,7,4,1,-0.3,1.7
CCN1CCN(c2cc(C)c3cc(NC(=S)N4CC(C)CC(C)C4)ccc3n2)CC1 (stereo unspecified),-6,3,-2,-0.3,.,-2,0,.,2,0.6,.
COc1ccc(CN(CCC(C)C)S(=O)(=O)c2ccccc2Br)cc1,5,-1,7,2.0,1.4,-27,-4,.,-6,-0.5,0.7
CCCn1nc(NS(=O)(=O)c2ccccc2[N+](=O)[O-])c2cc3ccccc3nc21,-14,3,0,0.9,-1.0,4,4,-2,-4,-1.5,3.6
COc1ccc(N2CCN(C(=O)CCCn3c(=O)c4cccn4c4cccnc43)CC2)cc1,4,-2,0,1.9,1.7,3,-2,-11,-2,-0.8,0.6
CCOC(=O)C1=C(NC(=S)NC(=O)c2ccccc2)c2ccccc2CC1(C)CC (stereo unspecified),-4,-4,8,3.4,-1.7,-8,2,-28,-8,0.5,-3.1
O=C1CCC(C(=O)N2CCSCC2)CN1Cc1cccc(C(F)(F)F)c1 (stereo unspecified),-12,5,7,0.9,-1.5,1,4,-2,-15,0.5,3.3
CC(C)CC(CC(C)C)=NNC(=O)c1ccc(CSc2nncn2C)cc1,-6,3,-4,0.8,0.2,-2,0,-21,-15,0.0,2.6

# Ordered by heavy-atom count (smallest number first): part of the list above
SMILES,HTR5A inv ag,HTR5A ag,Tat transport,phage Ecoli inh,Ecoli viability,DAGLB inhibitor,PKA-R2B activ,SUMO Mot1 rescue,PKA-R1A act,CDK5 inh,AddAB inh
O=C(COc1ccc(Cl)cc1Br)N1CCN(c2ncccn2)CC1,-15,6,11,6.3,.,-2,-21,.,-11,-7.6,.
CC1CN(C(=O)c2cccn(Cc3c(Cl)cccc3Cl)c2=O)CC(C)O1 (stereo unspecified),7,-3,0,2.2,0.4,-1,-2,-17,-15,0.9,4.5
CCN1CCN(c2cc(C)c3cc(NC(=S)N4CC(C)CC(C)C4)ccc3n2)CC1 (stereo unspecified),-6,3,-2,-0.3,.,-2,0,.,2,0.6,.

# Next compounds.
SMILES,HTR5A inv ag,HTR5A ag,Tat transport,phage Ecoli inh,Ecoli viability,DAGLB inhibitor,PKA-R2B activ,SUMO Mot1 rescue,PKA-R1A act,CDK5 inh,AddAB inh
CC(C)c1nnc(NC(=O)c2ccc(S(=O)(=O)N3CCOCC3)cc2)s1,-3,1,-2,3.0,-0.3,0,2,-1,16,-0.3,-2.1
CC(=O)CSc1ncnc2sc3c(c12)CCC(C)C3 (stereo unspecified),-1,0,?,1.4,1.1,-1,-11,-2,-5,-0.3,-0.7
CCCOC(=O)NC(CC)COC(=O)Nc1cccc(C)c1C (stereo unspecified),-13,5,-4,2.4,-0.9,-3,-3,-4,10,-0.8,4.7
O=C1NC(=O)C2C1C(c1ccccc1)N1C3C(=O)NC(=O)C3C(c3ccccc3)N21 (stereo unspecified),-9,-3,5,3.0,-0.7,2,3,-22,0,-1.9,0.1
CCc1cc(=O)n2[nH]c(C)c(-c3ccccc3OC)c2n1,-6,2,-11,3.8,1.2,0,-4,-3,-1,0.4,-1.4
CC1Nc2ccccc2C(=O)N1NC(=O)c1ccc(Br)cc1 (stereo unspecified),-9,4,-7,2.7,-1.0,0,-1,0,-6,-0.8,1.5
CCOC(=O)C1(CCCc2ccccc2)CCN(C(=O)CCn2cnnn2)CC1,14,0,-2,1.8,0.4,0,4,-9,-11,-0.5,4.5
COc1ccccc1/C=N/OCC(=O)NCc1ccc2c(c1)OCO2,17,-4,12,2.7,1.0,2,2,3,4,-0.6,4.7
CCOC(=O)C1CCCN(C(=O)C(C)(C)Oc2ccc(Cl)cc2)C1 (stereo unspecified),-1,0,1,0.0,0.5,-4,8,-5,2,0.3,-1.6
CCOC(=O)Cc1csc(N/N=C/c2ccc(C(F)(F)F)cc2)n1,-25,-1,-8,3.3,-2.0,1,5,-8,-3,1.4,-0.3
CC1(C)CC(=O)C(C=Nc2cccnc2)=C(O)C1,2,0,-3,0.4,-2.2,-1,-7,-9,-5,2.7,0.6
CC(=O)c1cc(F)c(N2CCN(CCC#N)CC2)cc1C,-15,-3,0,2.2,-0.8,0,-6,9,1,-1.3,3.5
Cn1nc(C(=O)Nc2cccc(C(F)(F)F)c2)ccc1=O,-18,4,-1,2.1,-0.9,-4,6,25,-13,-0.4,-0.5
CC1(CCc2ccccc2)NC(=O)N(CC(=O)Nc2ccc(OC(F)F)cc2)C1=O (stereo unspecified),-2,1,14,1.3,2.4,-1,-5,7,-1,-0.8,2.0
Cc1cc(C)c[n+](CC(=O)c2cc3ccccc3oc2=O)c1,8,-2,2,0.5,-0.7,4,-9,-2,-15,0.3,3.7
Cc1cc(C(=O)COC(=O)c2ccc(O)cc2O)c(C)n1-c1ccccc1,12,9,-8,0.8,-1.3,-6,6,75,-8,-0.5,2.8
COc1ccc(CN2CC(C(=O)NCCc3ccc(Cl)cc3)CC2=O)cc1 (stereo unspecified),13,-2,4,0.6,-0.8,-7,-3,6,-7,.,2.2
O=C(COC(=O)CCCOc1ccc(Cl)cc1Cl)NCc1ccccc1,6,-1,-1,2.0,-2.3,-4,-2,369,-13,-1.2,2.9
COc1cc(CNCCN2CCOCC2)ccc1OCc1ccccc1Cl,13,-5,2,1.3,-0.8,-1,3,453*,-12,1.8,0.3
CC(NC(=O)/C(=C\c1ccco1)NC(=O)c1ccco1)C(=O)O (stereo unspecified),-25,2,10,1.1,-2.4,1,-4,-11,-6,-0.1,-0.8
Cc1ccccc1OC(C)C(=O)NCCC1=CCCCC1 (stereo unspecified),-4,-1,5,0.9,1.8,-9,1,10,-5,0.1,0.3
Nc1c(Cl)nc(-c2ccccc2)nc1Cl,-7,2,-5,7.7,1.3,-3,5,5,5,-3.7,3.8
Cn1ncc2c(=O)n(/N=C/c3ccccc3)cnc21,6,-2,11,3.1,-1.6,0,-7,.,-5,-0.4,0.4
CN1C(=O)Cc2cc(S(=O)(=O)NCc3c(F)cccc3Cl)ccc21,-8,4,0,0.5,-4.4,-2,2,-3,0,-0.1,2.9
O=C(/C=C/c1ccc2c(c1)OCO2)NCC1CCCO1 (stereo unspecified),-5,2,-8,1.6,-1.5,0,7,5,0,0.2,1.4
CCOc1ccc(N2CC(C(=O)NCCN3C(=O)S/C(=C\c4ccc(OC)c(OC)c4)C3=O)CC2=O)cc1 (stereo unspecified),-11,4,-22,3.2,-3.2,2,4,-16,4,0.2,2.3
CCOC(=O)[C@@H](C)N(Cc1ccc(OC)cc1)S(=O)(=O)N(Cc1ccccc1)[C@H](C(=O)OC)C(C)C,2,-3,1,4.0,0.5,-17,0,3,-13,0.3,0.4
Cc1[nH]nc2c1C(c1cccc(OC(=O)N3CCOCC3)c1)C(C#N)=C(N)O2 (stereo unspecified),-18,-2,-3,1.8,0.4,-3,-10,1,1,-0.9,0.2
CC(C)(C)C1=CC(=O)C(=O)C(C(C)(C)C)=C1,-12,5,1,.,-2.9,1,-1,8,-12,-1.1,2.4
CC(c1ccccc1)N1C(=O)c2ccccc2C1(O)Cc1ccccc1 (stereo unspecified),4,-1,12,3.8,-3.1,-4,-5,-12,-2,-5.9,-2.2
CCN(CC)S(=O)(=O)c1ccc2c(c1)c(=O)c(C(=O)NCCc1ccc(OC)c(OC)c1)cn2C,-1,0,-3,-0.6,.,0,-17,.,-17,-1.8,.
CSc1ncc2ncn(C3OC(CO)C(O)C3O)c2n1 (stereo unspecified),4,15,2,0.3,0.9,1,-13,+,-10,0.1,0.5
COc1cc(NC(=O)c2noc3c2CCCC3)c(OC)cc1Cl,4,-1,-1,.,3.2,-12,-4,32,-3,-1.0,3.5
COc1ccc(OC)c(NC(=O)CSc2nnc(C3CCCCC3)n2-c2ccccc2)c1,11,-2,-4,1.0,-2.2,1,2,15,2,1.4,-0.5
COc1ccc(NS(=O)(=O)c2cccc(C(=O)N/N=C/c3cn(-c4ccccc4)nc3-c3ccc(OC)cc3)c2)cc1,0,0,4,0.8,-1.3,0,-5,5,4,-5.6,-0.4
CN(NC(=O)Nc1ccc(Cl)cc1)c1ncc(C(F)(F)F)cc1Cl,-6,1,-2,8.3,4.6,-5,-5,87,3,1.1,6.4
COCCCNC(=O)C1CCC(CNS(=O)(=O)c2ccc(Cl)cc2)CC1 (stereo unspecified),-6,2,4,-1.3,0.9,1,-16,-5,-10,-5.4,-0.5
O=c1[nH][nH]c(-c2ccccc2O)c1C(C[N+](=O)[O-])c1ccc(Cl)cc1Cl (stereo unspecified),-11,4,1,4.4,2.1,2,-2,269*,-3,0.7,-1.7
CC(=O)c1cccc(NC(=O)C=C(C)C)c1,-6,0,-1,2.2,-1.2,-2,1,19,6,0.1,1.1
O=C(CSc1nc2ccccc2c(=O)n1-c1ccccc1Cl)NCC1CCCO1 (stereo unspecified),-15,6,-5,1.9,0.3,-2,6,23,4,-5.6,2.9

# From PubChem BioAssay

# Rows are unselected. Share with any hit: about 2.3%.
